sEH activator: soluble epoxide hydrolase activators, primary screen, biochemical, human sEH | Bifunctional epoxide hydrolase 2 (Homo sapiens), P34913 | purified human sEH enzymatic activity, activator screen | activation, % at 2 µM | hit rate 0.04% among 91,000 | AID 717, 2007; in the data active = activation above about 37%; also: values of inactives mirror those of a sister screen read the other way
Target sequence (P34913 whole entry, looked up): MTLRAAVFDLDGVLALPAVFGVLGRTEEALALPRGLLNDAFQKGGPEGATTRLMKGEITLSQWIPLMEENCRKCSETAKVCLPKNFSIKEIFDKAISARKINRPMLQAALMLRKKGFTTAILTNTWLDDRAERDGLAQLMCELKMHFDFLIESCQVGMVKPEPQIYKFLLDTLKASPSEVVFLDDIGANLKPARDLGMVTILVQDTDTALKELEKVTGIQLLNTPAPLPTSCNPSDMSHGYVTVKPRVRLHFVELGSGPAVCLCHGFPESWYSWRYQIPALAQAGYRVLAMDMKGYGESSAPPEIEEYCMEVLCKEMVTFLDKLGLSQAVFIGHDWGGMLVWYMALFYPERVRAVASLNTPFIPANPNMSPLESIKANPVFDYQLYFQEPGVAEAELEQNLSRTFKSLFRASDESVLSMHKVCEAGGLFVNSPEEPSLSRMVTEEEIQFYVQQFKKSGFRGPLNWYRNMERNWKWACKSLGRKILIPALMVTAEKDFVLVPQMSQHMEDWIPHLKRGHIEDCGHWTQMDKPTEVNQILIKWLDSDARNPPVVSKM
The depositor's hits bear a star.

Structure	sEH activator
O=C(CCN1C(=O)C2C3C=CC(C3)C2C1=O)NCCN1CCCc2ccccc21 (configuration not stated)	-3.3
CCOc1c(N2CCCCC2)c(=O)c1=O	7.8
CCOC(=O)CN1C(=O)CSc2ccccc21	6.0
CCCc1cc(=O)oc2c(C)c(OS(C)(=O)=O)ccc12	-2.8
CC1(C(=O)N2CC3(CC(c4cccc([N+](=O)[O-])c4)=NO3)C[C@H]2C(=O)NCC(N)=O)CC1 (some centres not stated)	-6.6
Cc1cc([N+](=O)[O-])c(N2CCC[C@@H]2C(=O)O)c([N+](=O)[O-])c1	-0.8
O=C(CSc1nnc(-c2cnccn2)n1Cc1ccco1)c1ccc2ccccc2c1	2.5
O=C(NC1CCCCC1)C(c1ccncc1)N(Cc1ccccc1)C(=O)c1ccc(-c2ccccc2)[nH]1 (configuration not stated)	7.8
O=c1[nH]cnc2c1C(c1ccccc1[N+](=O)[O-])c1c(nc[nH]c1=O)O2	-3.3
CCOC(=O)C1=C(C)NC(C)=C(C(=O)OCC)C1C(=O)OCC(=O)N1c2ccccc2CC1C (configuration not stated)	15.4
Cc1ccc(NC(=O)CN2C(=O)S/C(=C\c3cccn3-c3cccc(C(=O)O)c3)C2=O)c(C)c1	-0.5
Cc1nn(-c2ccccc2)c2sc(C(=O)NNC(=O)COc3cccc4ccccc34)cc12	-1.6
O=S(=O)(N/N=C\c1ccc2c(c1)OCO2)c1ccc(Cl)cc1	-0.1
COc1ccc(CN(C(=S)Nc2ccccc2)C2CC(=O)N(c3ccc(F)cc3)C2=O)cc1 (configuration not stated)	1.3
COc1cc(C2C(C#N)=C(N)N(c3cccnc3)C3=C2C(=O)CCC3)ccc1O (configuration not stated)	-10.4
Cc1ccc(NC(=O)c2ccc(-n3cccn3)c([N+](=O)[O-])c2)cc1	0.0
CNNC(=O)C(C)NC(=O)c1ccc(Br)cc1 (configuration not stated)	5.7
Cc1ccc(S(=O)(=O)N/N=C/c2cn(C)nc2C)cc1	19.2
FC(F)(F)c1cc(C(F)(F)F)c2ccc(N/N=C/c3ccccc3)nc2n1	-8.2
O=C(/C=C/c1ccco1)Nc1ccc(Oc2ccc(Cl)cc2)cc1	-16.3
CN(C)S(=O)(=O)c1ccc(NC(=O)N2CCN(c3ccccc3Cl)CC2)cc1	-70.5
Clc1ccc(C2CC(c3ccco3)n3ncnc3N2)cc1Cl (configuration not stated)	4.7
CCc1cc(C(=O)NNC(=S)NCC2CCCO2)cs1 (configuration not stated)	4.2
COc1ccc(/C=N\NC(=O)c2sc(N)nc2C)cc1OC	0.6
CC1CC(N(C(=O)c2ccccc2Cl)c2ccccc2)c2ccccc2N1 (configuration not stated)	-8.0
O=C(O)C1=C(C(=O)Nc2ccc(F)c(Cl)c2)CCCC1	-12.0
COc1ccc(C(=O)/C=C/c2cccs2)c(OC(=O)c2cccc([N+](=O)[O-])c2)c1	-0.3
COc1ccc(/C=C2\SC(=NCc3ccccc3)N(Cc3ccccc3)C2=O)cc1OC	4.0
CCCCNC(=O)C(NS(=O)(=O)c1cccc2nsnc12)c1ccccc1 (configuration not stated)	7.6
O=C(NC1CCCC1)C(c1ccsc1)N(C(=O)Cc1cccs1)c1ccccc1 (configuration not stated)	2.8
Cc1csc(NC(=O)COc2ccc3c(C)cc(=O)oc3c2)n1	12.8
O=C(Cn1nc(-c2ccc(F)cc2)ccc1=O)Nc1ccc(C(=O)NC2CC2)cc1	4.6
CCCCNC(=O)c1ccc2c(OCC)n(CCCC)nc2c1	10.1
CCOC(=O)c1cnn(-c2ccccc2)c1NC(=O)CSc1nnc(-c2cccs2)n1CC	6.1
CC(C)CC(NC(=O)c1ccc(Cl)cc1)C(=O)O (configuration not stated)	-0.9
COc1ccc(N2CCN(c3nc4ccccc4nc3NS(=O)(=O)c3ccccc3)CC2)cc1	3.9
Cc1c(Cl)c([N+](=O)[O-])nn1Cc1ccc(C(=O)N/N=C\c2cccc(Br)c2)o1	-95.5
CCc1ccc(OCC(=O)OCC(=O)c2ccc3c(c2)NC(=O)CO3)cc1	-5.2
Cc1cc(/C=C(/C#N)c2cccc(Cl)c2)c(C)n1C	-1.9
Cc1cccc(NC(=O)c2sc(Cl)nc2-c2ccccc2)c1	-2.0
Cc1cccc(-c2n[nH]c([N+](=O)[O-])n2)c1	7.7
CCOc1ccc(C(=O)NN2C(=O)C3C4C=CC(O4)C3C2=O)cc1 (configuration not stated)	13.1
CCOC(=O)/C(=N\Nc1cccc(C(F)(F)F)c1)N(CCOC)CCOC	-5.9
O=C1/C(=C\c2ccc(Br)o2)SC(=Nc2ccccc2)N1c1ccccc1	1.0
O=C(c1cccc(Cl)c1)N1CCCC(C(=O)N2CCCCCC2)C1 (configuration not stated)	-11.0
O=C1C2ON(c3ccc(Br)cc3)C(c3cccnc3)C2C(=O)N1C1CCCCC1 (configuration not stated)	-1.1
CC(C)N(c1ccccc1)c1ncnc(NCCC(=O)O)c1[N+](=O)[O-]	3.6
CCc1c(C)nc2ccc(Br)cc2c1Cl	-20.3
Cc1nc(NC2=NCN(CC3CCCO3)CN2)nc2ccccc12 (configuration not stated)	-1.5
Cc1cccc(NC(=O)/C(=C\c2ccco2)NC(=O)c2cccs2)c1	-0.1
CC1CCCN(CCOCCOc2ccc(Cl)cc2Br)C1 (configuration not stated)	12.1
CN1CCN(c2ccc([N+](=O)[O-])cc2S(=O)(=O)N2CCOCC2)CC1	11.4
Cc1cccc(-c2noc(Cc3ccccc3)n2)c1	0.8
CCCCCCC/C(C)=N/NC(=O)CC(=O)NCCc1ccccc1	-10.9
CNC(=O)c1nn(-c2ccc(C)cc2)ccc1=O	4.7
CC[N+](CC)(CCO)CCCN1C(=O)C2CC=C(Cl)CC2C1=O (configuration not stated)	12.4
O=C(c1ccccc1)c1ccc2nc(-c3ccc(NC(=O)c4ccccc4Br)cc3)[nH]c2c1	-50.1
CCCCCC1CCC(c2ccc(C(N)=O)cc2)CC1 (configuration not stated)	1.5
Cc1ccccc1C(=O)c1c[nH]c(C(=O)NCc2cccs2)c1	-14.0
Cc1ccc(C(=O)NN(C)c2nc3ccccc3nc2C(F)(F)F)cc1	-13.7

Remaining list, next part.
Structure	sEH activator
COc1cccc(-c2csc(N3CCN(CC(=O)NNC(=O)c4ccc(Br)cc4)CC3)n2)c1	2.1
COc1cccc(N2C(=O)C3C(C2=O)C2C=CC3C23CC3)c1 (configuration not stated)	-2.3
O=C(O)C1CCCCC1C(=O)N1CC=C(c2ccccc2)CC1 (configuration not stated)	14.6
O=C(CSc1nc(-c2ccccc2)nc2ccccc12)Nc1nccs1	-19.4
C=CCn1c(SCc2nc3ccccc3[nH]2)nnc1-c1ccccn1	-3.9
Cc1ccc(N=Nc2c(=O)[nH]n3c(=O)cc(C)[nH]c23)cc1	-13.2
COc1ccc(CN(C)CC(=O)c2c(N)n(Cc3ccccc3)c(=O)n(C)c2=O)c(OC)c1	4.2
Cc1cc2oc(=O)cc(C)c2cc1NC(=O)CCC(=O)O	5.5
CC1(C)C=C(c2ccc(C=O)s2)CC(C)(C)N1	9.5
Clc1cccc(Cl)c1CSc1nnc(/C=C/c2ccccc2)o1	-1.0
O=[N+]([O-])c1ccccc1/C=N/N1CCN(c2ccccn2)CC1	4.2
Cc1n[nH]c(=O)n1-c1cccc(C(F)(F)F)c1	10.3

An excerpt from above in order of their number in sEH activator, lowest first:
Structure	sEH activator
Cc1ccc(C(=O)NN(C)c2nc3ccccc3nc2C(F)(F)F)cc1	-13.7
FC(F)(F)c1cc(C(F)(F)F)c2ccc(N/N=C/c3ccccc3)nc2n1	-8.2
O=c1[nH]cnc2c1C(c1ccccc1[N+](=O)[O-])c1c(nc[nH]c1=O)O2	-3.3
CCOc1c(N2CCCCC2)c(=O)c1=O	7.8
CC1(C)C=C(c2ccc(C=O)s2)CC(C)(C)N1	9.5
O=C(O)C1CCCCC1C(=O)N1CC=C(c2ccccc2)CC1 (configuration not stated)	14.6

Later entries
Structure	sEH activator
CCOC(=O)c1ccccc1-c1csc(NS(=O)(=O)c2ccc(Cl)cc2)n1	13.2
NC(=O)c1ccc(C(F)(F)F)n(Cc2c(Cl)cccc2Cl)c1=O	4.3
Cc1sc2nc(C3CCCCC3)nc(SCC(=O)N3CC(=O)Nc4ccccc43)c2c1C	-1.4
COc1ccc(NC(=O)c2cc(-c3cccnc3)nc3c(C)c(C)ccc23)c(OC)c1	6.7
O=C1CC(c2ccccc2)CC(O)=C1C=NC1CCCCC1 (configuration not stated)	7.6
CC(/C=N/NC(=O)c1cc(C(C)(C)C)[nH]n1)=C\c1ccccc1	7.9
Cc1ccc(SCc2[nH]nc3c2C2(C(=O)Nc4ccc([N+](=O)[O-])cc42)C(C#N)=C(N)O3)cc1 (configuration not stated)	-0.7
CC(=O)Nc1nc(SCc2cccc3ccccc23)n[nH]1	3.0
COC(=O)CSC(C(=O)Nc1ccc(C)c(C)c1)c1ccccc1 (configuration not stated)	-4.6
COc1ccc(/C=C2/C(=O)N=C3SCCN32)cc1	-2.1
Cc1nc(CS(=O)(=O)c2ccc(Cl)cc2)cc(N2CCOCC2)n1	-9.1
Cc1cccc2cc(CN(C(=O)c3cnccn3)C3CCCCC3)c(Cl)nc12	-4.3
O=C1N/C(=N\N=C\c2ccccn2)SC1Cc1cccc(SC(F)F)c1 (configuration not stated)	-4.1
COC(=O)c1sc2ncccc2c1OCc1ccccc1Cl	11.3
O=c1c2c(nc3cc(-c4ccccc4)[nH]n13)CCS2	1.6
C=CC(=C)CC(NC)c1ccccc1 (configuration not stated)	-16.5
Cc1nnsc1SCC(=O)O	-3.8
Cc1ccc(-c2cc(C#N)c(=O)n(Cc3c(Cl)cccc3Cl)c2)cc1	4.2
COC(=O)c1sc(S(=O)(=O)N2CCC(C(N)=O)CC2)c(C(=O)OC)c1C	-2.9
CS(=O)(=O)N1CCN(c2ccc([N+](=O)[O-])c(N3CCOCC3)c2)CC1	-3.9
C#CCSc1nc(-c2ccccc2)cc(C(F)(F)F)c1C#N	4.7
Cn1c(=O)c(=O)n(C)c2cc(S(=O)(=O)N3CCC(N4CCCCC4)CC3)ccc21	-7.3
CC(=O)Nc1cccc(NC(=O)CSc2nnnn2Cc2ccccc2)c1	2.9
COc1cc(NC(=S)NN2CCN(C)CC2)cc(OC)c1	7.8

Another view of some results above:
sEH activator	canonical_smiles
-4.3	Cc1cccc2cc(CN(C(=O)c3cnccn3)C3CCCCC3)c(Cl)nc12
-4.1	O=C1N/C(=N\N=C\c2ccccn2)SC1Cc1cccc(SC(F)F)c1 (configuration not stated)
11.3	COC(=O)c1sc2ncccc2c1OCc1ccccc1Cl

The results go on:
Structure	sEH activator
N#Cc1c(N)nc2c(c1N)CC(CO)O2 (configuration not stated)	-5.4
Cc1ccc2oc(-c3ccc(C)c(NC(=O)Cc4cccs4)c3)nc2c1	12.1
CSc1nc(C)c(CCOC(=O)c2ccccc2)c(=O)[nH]1	9.9
Cc1nn(-c2cc(N3CCCCC3)ccc2N)c(=O)c2ccccc12	8.3
CC1=C(C(=O)Nc2ccccc2)C(c2ccc(C)cc2)N=C(Nc2nc3ccccc3o2)N1 (configuration not stated)	0.0
CCOC(=O)c1c(C)nc2sc3c(c2c1-c1ccc(OC)cc1)NC(c1ccccc1)NC3=O (configuration not stated)	5.4
CC(C)N1CC=C2C(C#N)=C(N)C(C#N)(C#N)C(c3ccccc3)C2C1 (configuration not stated)	-8.7
O=C1c2ccccc2C(=O)N1CC1c2ccccc2CCN1S(=O)(=O)c1ccccc1 (configuration not stated)	-8.9
COc1ccc([N+](=O)[O-])cc1NC(=O)CSc1ccccc1	-0.9
O=C(/C(=C/c1ccc(Cl)cc1)c1nc2ccccc2[nH]1)c1cccs1	6.0
COc1ccc(-c2ccc3c(N)c(C(=O)c4cccc(OC)c4)sc3n2)cc1	6.0
Cc1ccc2c(C)nc(Nc3nc(CSc4nc5ccccc5[nH]4)cc(=O)[nH]3)nc2c1	-7.7
Cc1ccc(S(=O)(=O)N/N=C\c2ccccc2OCc2ccccc2)cc1	-10.2
CCc1ccc(NC(=O)C2CCN(S(=O)(=O)c3c(C)[nH]c(=O)[nH]c3=O)CC2)cc1	-31.3
O=C(N/N=C/c1cc2c(cc1Cl)OCO2)c1ccccn1	24.6
COC(=O)c1ccc(/C=N/N2CCN(Cc3ccccc3)CC2)cc1	12.2
O=C(NCc1ccc(OC(F)(F)F)cc1)C1CC(c2c(Cl)cccc2Cl)=NO1 (configuration not stated)	-9.0
Cc1ccc(C(=O)N/C(=C\c2cccs2)C(=O)NCCCn2ccnc2)cc1C	14.8
COc1ccccc1NC(=S)N(CCc1nc2cc(C)c(C)cc2[nH]1)Cc1cccnc1	-6.1
CCOC(=O)c1ccc(N2C(=O)CC(Sc3nnc(C)s3)C2=O)cc1 (configuration not stated)	-5.4
CCn1c(=N)n(CC(=O)c2ccc(OC)cc2)c2ccccc21	9.8
O=C(NNC(=O)c1cccnc1)Nc1ccccc1	20.0
CC(/C=N/n1c(-c2ccccc2)n[nH]c1=S)=C\c1ccco1	-5.0
Cc1ccc(-n2nc3c4c(cccc4c2=O)-c2ccccc2-3)cc1	-14.2
CCCN=C1N/C(=C\c2ccco2)C(=O)N1c1ccccc1	11.3
Cc1cccc(NC(=O)CSc2nc(C)c(CC(=O)c3ccc(Br)cc3)c(C)c2C#N)c1C	1.6
N=c1c2c(-c3ccccc3)c(-c3ccccc3)oc2ncn1Cc1ccco1	-4.5
Cn1c(SCc2c(Cl)cccc2Cl)nc(C(F)(F)F)cc1=O	-8.7
O=C(Nc1ccc(NC(=O)c2sc3ccccc3c2Cl)cc1Cl)c1ccco1	7.6

Assay outcomes as filed in PubChem BioAssay.

An excerpt. The share of hits here may be higher or lower than overall.
